APJ antag = antagonists of human apelin receptor APJ, primary screen, CHO-K1 cells, beta-arrestin complementation, luminescence; inhibition, % at 20 µM; P35414; AID 2521, 2010; actives 0.32% (n = 330,000);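 active means inhibition above about 40% at 20 µM, limit read from the data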;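 further: cells challenged with 10 nM apelin-13 agonist together with compound; plate controls were apelin-13 plus DMSO wells for no effect and DMSO wells lacking apelin-13 for full effect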
Target sequence (P35414 whole entry, looked up): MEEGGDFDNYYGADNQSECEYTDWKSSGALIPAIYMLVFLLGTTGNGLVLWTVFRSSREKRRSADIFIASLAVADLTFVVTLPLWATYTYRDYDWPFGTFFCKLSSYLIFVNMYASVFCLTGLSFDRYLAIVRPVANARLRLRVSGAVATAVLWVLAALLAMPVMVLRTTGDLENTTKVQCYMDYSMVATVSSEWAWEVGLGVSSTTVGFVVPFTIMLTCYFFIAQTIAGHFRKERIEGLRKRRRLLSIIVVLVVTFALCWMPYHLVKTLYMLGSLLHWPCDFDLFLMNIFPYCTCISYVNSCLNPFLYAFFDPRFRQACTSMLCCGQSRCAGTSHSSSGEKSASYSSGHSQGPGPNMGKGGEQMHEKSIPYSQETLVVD
tim23-1 inh = growth inhibitors of tim23-1 mutant yeast, primary screen, luminescence, uHTS | S. cerevisiae tim23-1 growth, BacTiter-Glo luminescence, 24 h | actives 1.3% (n = 330,000) | inhibition, % at 20 µM;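 active means growth inhibition of the mutant yeast at or above 50%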;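 further: temperature-sensitive mutant grown at 25 °C; plate controls were DMSO-treated mutant yeast for no effect and medium wells lacking yeast for full effect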
APJ agonist = agonists of human apelin receptor APJ, primary screen, CHO-K1 cells, PathHunter beta-arrestin, luminescence | activation, % at 20 µM | actives 0.11% (n = 330,000) | 0% DMSO wells, 100% apelin | AID 2520, 2010;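 active means activation more than six SD over the plate average, tested at 20 µM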;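 further: 0% = DMSO alone and 100% = apelin-13 at 10 nM; some results filed as inactive read as strong as hits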
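Incubation: overnight seeding, 90 min compound at 25 °C, 1 h detection; test system: PathHunter CHO-K1 APJ (AGTRL-1) beta-arrestin reporter cells; amount: 1000 cells/well; doses: one dose, 20 µM compound, 1% DMSO; measured by: beta-gal luminescence; measure: agonist-driven arrestin binding to APJ; benchmarks: negative DMSO alone, positive Apelin-13 at 10 nM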
tim10-1 inh = growth inhibitors of tim10-1 mutant yeast, primary screen, luminescence, uHTS; S. cerevisiae tim10-1 ts strain growth, BacTiter-Glo, 24 h; inhibition, % at 20 µM; actives 2.2% (n = 330,000);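 active means inhibition of at least 40%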;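 further: mutant grown at 25 °C; 0% = DMSO wells with yeast and 100% = wells holding no yeast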
beta cell repl = inducers of MIN6 beta-cell proliferation, primary screen, ATP luminescence, uHTS; proliferation, % at 10 µM; MIN6 cells proliferation, ATPlite luminescence, 48 h; cells starved in 0.2% serum; 100% = growth in 10% serum; actives 0.29% (n = 330,000); AID 2380, 2010;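 active means compounds whose signal lies at least 3.5 SD above the mean of all wells on their plate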;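 further: 0% = DMSO-treated cells in low-serum medium and 100% = 10% serum control; some compounds called inactive have numbers as strong as hits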
MPTP block = mitochondrial permeability transition pore inhibitors, primary screen, biochemical, isolated mouse mitochondria, absorbance. Ca2+ swelling absorbance, 30 min. inhibition, % at 10 µM. actives 1.4% (n = 360,000);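 active means inhibition of 50% or more, scaled per plate between neutral and stimulator controls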;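 further: 0% = DMSO wells given calcium and 100% = 1 mM EGTA wells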
TIM10 inh = growth inhibitors of isogenic TIM10 control yeast, primary screen, counter-screen for tim10-1 yeast inhibitor project, luminescence, uHTS. S. cerevisiae TIM10 strain growth, BacTiter-Glo luminescence, 24 h. inhibition, % at 10 µM. actives 1.4% (n = 330,000). AID 463195, 2010;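 active means inhibition of 40% or more at the single tested concentration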;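 further: wild-type TIM10 isogenic control strain grown at permissive 25 °C; 0% = DMSO yeast wells and 100% = minimal medium wells without yeast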
NALP3 yeast inh = NALP3 inflammasome inhibitors in reconstituted yeast, primary screen, luminescence, uHTS | actives 0.39% (n = 330,000) | inhibition, % at 10 µM | AID 2825, 2010 | Yeast reconstituted NLRP3/ASC/caspase-1, beta-gal luminescence, 24 h;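 active means inhibition of 50% or more; inactive means inhibition below 50%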;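 further: plate controls were induced DMSO wells for no effect and uninduced yeast grown without galactose for full effect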
GRIN3A LBD mod = binders of NR3A ligand-binding domain, primary screen, biophysical, differential scanning fluorimetry, uHTS; Glutamate receptor ionotropic, NMDA 3A (GRIN3A) ligand-binding domain; NR3A LBD differential scanning fluorimetry, Tm shift; 0% = protein alone, 100% = glycine-bound protein; Tm shift relative to glycine control, % at 25 µM; actives 2.5% (n = 340,000); AID 1259313, 2017;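 active means melting temperature shift of at least 10% of the positive control shift, at one fixed dose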
* hit, by the source's call; · = not tested or not shown; & = joins results of further samples.

SMILES	APJ antag	tim23-1 inh	APJ agonist	tim10-1 inh	beta cell repl	MPTP block	TIM10 inh	NALP3 yeast inh	GRIN3A LBD mod
C=CCc1ccccc1OCC(CN1CCCCC1)OC(C)=O (stereo not given)	30.8	10.2	-2.1	-1.4	2.2	-1.4	-6.5	17.0	-1.9
CCCN(CCC)Cc1cc2ccccc2c2c1COC2	14.0	3.7	-3.2	4.5	2.1	-5.2	5.5	-9.0	-0.6
CCOCCCNC(=O)C(c1ccc(Cl)cc1)N(Cc1cccs1)C(=O)c1ccccn1 (stereo not given)	-0.5	16.2	0.6	26.1	-3.6	-0.6	18.1	12.3	-0.4
CCCCC(NS(=O)(=O)c1ccc(C)cc1)C(=O)Oc1ccc2c3c(c(=O)oc2c1)CCC3 (stereo not given)	10.2	-20.6	-3.8	-2.7	-0.5	12.4	-18.0	2.7	-486.5
COC(=O)C1C(=O)C2=C(CC1C)NC(=O)CC2c1ccccc1 (stereo not given)	-4.9	0.1	-1.5	-6.9	-3.5	0.3	-4.8	20.4	-0.6
O=C(O)Cc1sc(NC2CCCCC2)nc1-c1ccc(Cl)cc1	13.8	11.8	-2.5	-2.5	-0.7	-0.4	13.4	3.1	-4.5
Cc1nn(C)c(C)c1S(=O)(=O)N1CCC(C(=O)NC2CCCc3ccccc32)CC1 (stereo not given)	4.1	9.6	-0.6	13.1	-4.6	-2.5	2.7	9.9	-1.3
CCC(=O)Nc1ccc(C(=O)COC(=O)c2nc3nccc(C)n3n2)cc1	-3.7	-6.5	3.1	-6.1	-1.3	0.7	-16.9	10.4	-0.3
CCOc1nc(-c2ccccc2)ccc1-c1noc(COC)n1	-5.0	8.0	-0.3	21.9	5.8	-0.8	20.9	41.3	2.8
C/C(=N\NC(=O)Cc1cccn1C)c1ccc2ccccc2c1	-9.5	4.4	8.3	11.1	-0.8	1.9	23.8	8.0	0.0
COc1cccc2cc(C(=O)CS(=O)(=O)c3ccc(Cl)cc3)c(=O)oc12	-4.4	16.6	-2.9	9.9	-5.6	0.4	-12.0	-9.3	-0.3
O=c1oc2cc(O)ccc2cc1-c1ccccc1	-82.9	45.7	3.1	26.7	0.6	-0.9	26.5	37.7	4.8
CCCOc1ccc(C(F)(F)F)cc1NS(=O)(=O)c1ccc(Cl)nc1	-53.3	17.1	-4.2	16.9	-3.0	10.6	8.1	6.6	-7.0
COc1cc(C2=NOC(C(=O)Nc3ccc(C(C)=O)cc3)C2)cc(OC)c1OC (stereo not given)	-8.8	-26.5	-3.2	6.1	2.7	-1.1	-28.4	-0.9	4.3
Nc1nc(N)c2sc3nc4c(cc3c2n1)CCC4	-24.8	23.4	1.4	16.1	-0.6	-1.3	24.3	-9.1	-6.7
Fc1ccc(C(c2nnnn2C2CCCC2)N2CCc3ccccc32)cc1 (stereo not given)	-12.0	26.0	-1.4	29.6	-4.4	12.5	45.2*	-14.6	-0.3
O=C(Nc1cc(C(F)(F)F)ccc1N1CCOCC1)c1ccco1	8.5	11.5	-0.2	12.6	-2.2	-0.3	10.1	27.8	2.4
CCOCCCn1c(=S)[nH]c2cc(C(=O)NC3CCCC(C)C3C)ccc2c1=O (stereo not given)	8.5	3.8	-2.0	16.9	3.2	2.1	-12.0	11.7	-5.5
COc1cc2cc(C(c3nnnn3C(C)(C)C)N3CCC(C)CC3)c(=O)[nH]c2cc1OC (stereo not given)	8.5	13.8	-0.1	11.6	0.3	0.5	3.7	9.9	2.5
C/C(=N\NC(=O)c1ccccc1)c1cccc(Br)c1	-11.1	1.6	-2.9	-12.8	-0.8	0.5	1.4	10.5	-1.4
Cc1ccc(-n2nnnc2SC(C)C(N)=O)c(C)c1 (stereo not given)	-5.4	8.4	3.1	8.0	0.0	0.6	8.0	12.3	0.1
Cc1ccc(S(=O)(=O)N(C)c2ccc(OCc3cccc(C)c3)cc2)cc1	3.3	1.5	-1.9	-4.3	-5.7	-1.0	-3.2	-1.9	8.2
CC(C)Cn1c(SCC(=O)N2CCc3ccccc3C2)nc2cc(Cl)ccc2c1=O	12.7	8.6	2.3	-3.8	-4.6	16.5	4.6	1.2	14.1*
Cc1ccc(SC[C@H](c2ccccc2)N2CCN(CCc3ccccc3)CCC2=O)cc1	24.9	6.6	-7.3	21.5	-6.8	1.8	22.3	16.4	1.6
CN1CCC(=C(c2ccc(Cl)cc2)c2ccccn2)CC1	6.4	-31.1	-1.7	16.8	-4.6	-0.1	-8.3	13.7	5.7
Cn1c2ccccc2c(=O)c2c(=O)n(-c3ccccc3)c(C3CCCCC3)nc21	-1.9	8.1	-2.3	20.2	-2.2	2.3	12.6	6.5	-6.9
O=C(Nc1ccccc1)N1CCCN(Cc2c(F)cccc2Cl)CC1	-5.5	-15.2	-0.5	-10.3	1.2	0.7	-6.5	11.0	-0.3
O=C(NCCc1ccccn1)/C(=C/c1ccco1)NC(=O)c1ccccc1	3.7	4.9	-4.8	15.0	-3.3	0.0	-1.8	8.7	0.4
Cc1ccc(S(=O)(=O)N(C)C)cc1NC(=O)CN1CCN(Cc2ccccc2)CC1	8.1	1.9	-1.3	18.7	-1.9	3.7	0.9	-11.4	0.1
CCN(Cc1ccccc1)C(=O)c1cccc(S(=O)(=O)N2CCN(Cc3ccccc3)CC2)c1	15.0	32.2	-2.2	20.0	-4.0	2.7	15.1	4.3	1.9
C/C(CC(=O)Nc1ccccn1)=N\NC(=O)c1ccncc1	13.0	13.6	-2.2	0.7	-0.6	·	-15.4	-6.8	·
CCCOc1ccccc1C(=O)N(Cc1ccco1)C1CCS(=O)(=O)C1 (stereo not given)	14.1	-1.7	0.6	-9.5	0.2	-0.1	4.1	13.3	0.9
CCOC(=O)C1=CC[C@@H](c2cccc(C)c2)N(S(=O)(=O)c2ccc(C)cc2)[C@H]1C(=O)OCC	5.1	27.7	-3.8	19.4	-6.2	-0.1	7.5	-1.4	2.7
Cc1ccc(NC(=O)CN(C)S(=O)(=O)c2cccs2)cc1F	9.4	21.2	1.2	11.1	-2.2	0.0	-4.9	14.7	0.0
Cc1ccc2cc(NC(=O)c3ccccc3C)ccc2n1	15.7	12.6	-0.7	17.9	-3.8	-1.1	6.5	13.8	-2.3
CCOC(=O)C1=C(C)NC(SCC(=O)OC)=C(C#N)C1c1ccc(C(=O)OC)cc1 (stereo not given)	6.2	14.6	-3.2	27.5	-0.5	-2.2&0.5	13.3	12.1	0.2&-9.2
COc1ccccc1C(=O)N1C(CC(=O)Nc2ccccc2C)C(=O)NC2CCCCC21 (stereo not given)	-7.2	-4.1	0.8	13.5	-5.2	-2.3	4.3	1.8	-1.1
CCOC(=O)/C(C#N)=c1/s/c(=C2\C=Cc3ccccc3N2CC)c(=O)n1CC	22.8	13.6	2.1	11.0	-1.2	8.0	-7.9	3.8	-1.9
COc1cc(C(=O)NCCc2ncccc2C)ccc1OC1CCN(C(C)=O)CC1	1.6	-3.5	-3.4	11.9	-0.2	-2.1	-2.5	5.2	0.5
COc1ccc(N2C(=O)[C@@H]3C(c4cccnc4)=NO[C@@H]3C2=O)cc1	-6.4	-4.6	-1.9	-6.0	2.3	3.1	2.9	19.8	1.5

2 records drawn at random from the list so far, as already listed:
SMILES	APJ antag	tim23-1 inh	APJ agonist	tim10-1 inh	beta cell repl	MPTP block	TIM10 inh	NALP3 yeast inh	GRIN3A LBD mod
CCOC(=O)C1=CC[C@@H](c2cccc(C)c2)N(S(=O)(=O)c2ccc(C)cc2)[C@H]1C(=O)OCC	5.1	27.7	-3.8	19.4	-6.2	-0.1	7.5	-1.4	2.7
CCOC(=O)/C(C#N)=c1/s/c(=C2\C=Cc3ccccc3N2CC)c(=O)n1CC	22.8	13.6	2.1	11.0	-1.2	8.0	-7.9	3.8	-1.9

Next section
SMILES	APJ antag	tim23-1 inh	APJ agonist	tim10-1 inh	beta cell repl	MPTP block	TIM10 inh	NALP3 yeast inh	GRIN3A LBD mod
COCCCn1c2nc3ccccc3nc2c2c(=O)n(-c3ccccc3OC)c(C)nc21	-7.7	2.4	-0.2	0.5	0.6	·	-6.7	10.1	·
Cc1nc2c(c(-c3ccccc3)c1C#N)C(=O)c1ccccc1-2	2.1	9.4	-4.1	19.9	2.8	-2.6	26.8	9.7	8.3
CC1Cc2cc(/C(O)=C3/C(=O)C(=O)N(CCCN4CCOCC4)C3c3ccc(C(C)C)cc3)ccc2O1 (stereo not given)	-15.2	8.2	4.0	7.4	-0.1	-0.6	17.3	-16.1	-0.7
CCOC(=O)C1(Cc2cccc(OC)c2)CCN(Cc2cccc3c2OCO3)CC1	-0.1	20.4	1.8	13.4	-2.4	3.8	5.6	18.3	-1.9
Cc1ccc2cccc(OCC(=O)Nc3cccc(S(=O)(=O)N4CCCC4)c3)c2n1	-14.7	28.1	4.3	26.3	2.4	-2.7	25.7	-9.3	0.5
Cn1cc(C(=O)N/N=C/c2ccc3c(c2)OCO3)c2ccccc21	-0.5	32.1	-0.1	-1.3	-0.9	3.7	9.2	37.5	2.9
CC(C)(C)NC(=O)C(c1ccccc1F)N(Cc1ccco1)C(=O)c1csnn1 (stereo not given)	1.2	15.5	-1.6	-1.2	-0.7	0.0	1.8	11.4	2.3
Cc1ncc([N+](=O)[O-])n1CC(=O)Nc1ccc(F)c(Cl)c1	-5.7	4.7	-0.5	0.9	3.9	-1.4	3.8	-1.6	-6.0
O=S(=O)(NNc1cccc(Cl)n1)c1ccc(Cl)cc1	-0.8	12.3	-16.2	17.0	-5.6	-1.1	2.0	26.2	2.3
Oc1[nH]c2ccccc2c1N=NC(=S)N1CCOCC1	-2.3	17.3	-7.1	20.6	-6.1	1.8	15.1	25.9	1.7
CCn1c(SCC(=O)OC)nc2sc3c(c2c1=O)CC(C)(C)OC3	6.4	34.4	0.2	10.9	-0.5	2.6	22.2	6.6	-1.6
CCn1cc([N+](=O)[O-])c(C(=O)Nc2nc(-c3ccc(C)c(C)c3)c(C)s2)n1	-18.4	-25.2	2.8	-2.2	-0.7	0.1	-25.3	19.0	5.6
Cc1ccc2oc(=O)c3cnn(CC(=O)Nc4ccccc4N4CCN(C)CC4)c3c2c1	16.6	11.4	8.8	10.2	-7.5	0.1	-7.9	10.9	0.2
Cc1cccc(NC(=O)c2cc(S(=O)(=O)N3CCC4(CC3)OCCO4)ccc2F)c1	14.2	33.2	-1.7	39.5	-0.9	0.2	4.4	7.9	0.0
Cc1cccc(C)c1NC(=O)CN(C)C(C)C(=O)Nc1ccccc1-c1ccccc1 (stereo not given)	0.2	11.5	-2.4	17.6	4.4	-0.6	-0.2	11.4	0.0
N=c1n(Cc2ccccc2)c2ccccc2n1Cc1ccccc1	3.2	-2.0	-4.3	22.9	0.0	12.1	7.3	-3.2	0.8
O=C(NNc1ccccc1[N+](=O)[O-])Nc1ccc(F)cc1F	-14.7	9.1	-0.6	-2.8	1.5	-1.4	14.8	-2.4	-1.2
COc1ccccc1N(CC(=O)NC1CCCC1)C(=O)CNC(=O)c1cccs1	10.1	-7.8	-2.6	-3.1	-1.7	1.9	-6.6	8.3	-3.5

Compounds as they come; 7.2% or so of the library scored in one or more.
